D2 agonist = HTS Assay for Allosteric Agonists of the Human D2 Dopamine Receptor: Primary Screen for Agonists; D(2) dopamine receptor (Homo sapiens), P14416; HEK293 T-REx D2 cells, calcium flux agonist mode; activation, % at 2 µM; actives 0.53% (n = 340,000); AID 485358, 2010;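 active means activation over 3 SD above normal in the single-dose calcium agonist read, cut at about 30% in these data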; further: 0% is about no effect
Target sequence (P14416 whole entry, looked up): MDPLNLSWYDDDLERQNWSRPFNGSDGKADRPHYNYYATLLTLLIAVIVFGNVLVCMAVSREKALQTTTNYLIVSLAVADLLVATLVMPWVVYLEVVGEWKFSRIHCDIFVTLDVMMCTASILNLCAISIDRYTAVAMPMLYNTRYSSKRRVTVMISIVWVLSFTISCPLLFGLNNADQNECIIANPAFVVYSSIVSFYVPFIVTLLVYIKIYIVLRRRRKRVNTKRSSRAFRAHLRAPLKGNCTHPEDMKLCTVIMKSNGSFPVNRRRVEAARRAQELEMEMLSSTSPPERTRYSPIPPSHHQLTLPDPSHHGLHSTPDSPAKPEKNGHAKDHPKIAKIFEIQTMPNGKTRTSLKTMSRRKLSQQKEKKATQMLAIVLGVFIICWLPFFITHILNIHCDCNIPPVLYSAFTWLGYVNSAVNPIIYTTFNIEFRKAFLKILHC
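Tetracycline-induced HEK293 T-REx cells with force-coupled D2 receptor, plated overnight at 30 C, loaded with no-wash calcium dye. After a 10 s baseline, compound was pin-added and calcium flux read kinetically for 180 s; calcium rises flagged agonists.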
TRHR agonist = qHTS for Small Molecule Agonists and Allosteric Enhancers of Human TRH Receptor: Primary Screen for Agonists. Thyrotropin-releasing hormone receptor (Homo sapiens), P34981. TRHR cells, calcium flux fluo-8, FDSS agonist mode. activation, % at 2 µM. actives 0.18% (n = 360,000); in the data active means activation above about 30%; further: 0% is about no effect
Target sequence (P34981 whole entry, looked up): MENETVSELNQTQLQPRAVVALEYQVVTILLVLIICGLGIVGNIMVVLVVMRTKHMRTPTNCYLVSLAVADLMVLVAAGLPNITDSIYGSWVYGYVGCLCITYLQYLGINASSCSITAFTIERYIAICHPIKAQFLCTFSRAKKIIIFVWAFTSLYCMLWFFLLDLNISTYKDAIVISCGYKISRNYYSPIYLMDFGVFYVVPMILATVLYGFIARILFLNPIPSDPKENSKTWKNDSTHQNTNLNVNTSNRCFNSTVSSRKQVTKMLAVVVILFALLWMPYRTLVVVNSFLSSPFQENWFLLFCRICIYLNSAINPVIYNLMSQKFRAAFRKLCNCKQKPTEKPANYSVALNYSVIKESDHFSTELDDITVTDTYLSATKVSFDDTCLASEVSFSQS
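Fluo-8-loaded TRHR cells; 10 s baseline, compound added, kinetic Ca2+ fluorescence read 1/s, agonist mode.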
D2 antag = HTS Assay for Allosteric Antagonists of the Human D2 Dopamine Receptor: Primary Screen for Antagonists; HEK293 TREx D2 cells, calcium flux, dopamine EC80; D(2) dopamine receptor (Homo sapiens), P14416; AID 485344, 2010; actives 2% (n = 340,000); inhibition, % at 10 µM; in the data active means inhibition above about 30%; further: 0% is about no effect
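Cells plated overnight at 30 C with tetracycline; no-wash calcium dye, 30–90 min RT; 10 s baseline; compound pinned; 180 s read; EC80 dopamine added; another 180 s read.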
TRHR enhancer = qHTS for Small Molecule Agonists and Allosteric Enhancers of Human TRH Receptor: Primary Screen for Enhancers. TRHR cells, fluo-8 calcium fluorescence, EC20 TRH enhancement. enhancement, % at 2 µM. actives 0.66% (n = 360,000). AID 493056, 2011; in the data active means enhancement above about 30%; further: 0% is about no effect
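TRHR-expressing cells loaded with fluo-8 calcium dye were read kinetically (ex 480/em 530) during compound addition, then stimulated with an EC20 of TRH (10 nM final). Enhancement of the Gq-mediated intracellular calcium response was scored.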
PI4K2A inh = qHTS for small molecular inhibitors of PI4K2A; activity change, negative = inhibition, % at 76.9 µM; Phosphatidylinositol 4-kinase type 2-alpha (Homo sapiens), Q9BTU6; actives 0.13% (n = 420,000); purified PI4K2A, ADP-Glo luminescence, 1 h; hits give low values; in the data active means activity change below about -50%; inconclusive means mostly about -30% to -49%;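 further: -100% = wells without enzyme as full effect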
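ADP-Glo luminescence measured ADP generated by PI4K2A enzyme (4 ug/mL before mixing) with 1.2 mM PI substrate (pre-mix) and 300 microM ATP (pre-mix). Tris pH7.5 buffer with MgCl2, Triton X-100; 1 h reaction at ambient temperature.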
TrxR1 substrate = qHTS Assay for Substrates of Mammalian Selenoprotein Thioredoxin Reductase 1 (TrxR1): qHTS; Thioredoxin reductase 1, cytoplasmic (Rattus norvegicus), O89049; purified TrxR1 substrate turnover, NADPH consumption readout; Potency, µM (top dose mostly 114 µM), inactives show at the highest dose activity change, negative = substrate turnover; actives 0.01% (n = 390,000); AID 588456, 2011; further: potency means the concentration at half of the fitted maximal effect; on the % scale 0 is the no-effect control and ±100 the full control effect; nearly all actives have a fitted effect of over 50% in size
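Rat TrxR1, dispensed at 90 nM, was prereduced with 400 uM NADPH (final) for 5 min at ~22 deg C, then incubated with compound 15 min before 400 uM selenite. A first-read NADPH fluorescence drop versus no-compound background flagged substrates.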
USP1-UAF1 inh = Inhibitors of USP1/UAF1: Primary Screen. Ubiquitin carboxyl-terminal hydrolase 1 (Homo sapiens), O94782. AID 743255, 2014. Potency, µM (highest dose often 57.1 µM), without a hit: top-dose activity change, negative = inhibition, most hits filed as inhibitors. actives 0.23% (n = 390,000). recombinant USP1/UAF1, Ub-Rhodamine cleavage fluorescence; further: potency means the concentration at half of the fitted maximal effect; on the % scale 0 is the no-effect control and ±100 the full control effect; nearly all actives have a fitted effect of over 60% in size; inactives centre near -12
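In this screen, compounds sit with the deubiquitinase complex (1nM) for 15 min at room temperature before Ub-Rho is added at 150nM final. Fluorescence rise is then followed for 6 reads every 60 seconds.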
IDH1 R132H inh = qHTS for Inhibitors of mutant isocitrate dehydrogenase 1 (IDH1): qHTS; Isocitrate dehydrogenase [NADP] cytoplasmic (Homo sapiens), O75874; IDH1-R132H enzyme, NADPH consumption, diaphorase/resazurin fluorescence; Potency, µM (highest dose often 76.6 µM), without a hit: top-dose activity change, negative = inhibition, usual class: inhibitors; actives 0.093% (n = 390,000); further: potency means the concentration at half of the fitted maximal effect; on the % scale 0 is the no-effect control and ±100 the full control effect; nearly all actives have a fitted effect of over 65% in size
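IDH1-R132H (0.5 ug/mL) preincubated 30 min with compound, then NADPH (0.016 mM) and alpha-KG (2 mM) added; 80 min at RT, pH 7.5. Remaining NADPH coupled via diaphorase/resazurin to fluorescence (540/590 nm); concentration-response curves normalized to no-enzyme control.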
rTrxR1 inhibitor = qHTS Assay for Inhibitors of Mammalian Selenoprotein Thioredoxin Reductase 1 (TrxR1): qHTS | recombinant rTrxR1, NADPH fluorescence consumption, selenite substrate | Potency, µM (titrated, usually from 114 µM), inactives show top-dose activity change, negative = inhibition, actives largely listed as inhibitors | AID 588453, 2011 | actives 1% (n = 390,000) | Thioredoxin reductase 1, cytoplasmic (Rattus norvegicus), O89049; further: potency means the concentration at half of the fitted maximal effect; on the % scale 0 is the no-effect control and ±100 the full control effect; nearly all actives have a fitted effect of over 65% in size
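Rat TrxR1 (90 nM in the dispensed reagent) was pre-reduced with 400 uM NADPH for 5 min at room temperature, then incubated with compound for 15 min. After 400 uM selenite was added, NADPH fluorescence (Ex 340/Em 450 nm) was followed for 8 min.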
* hit, by the source's call; ? = inconclusive; . = no result given; [ ] = dose if it differs, or a comment. Unless noted, the call rests on the fitted dose curve; in most records, active means well fitted inhibition curve with a large enough effect; inconclusive means small, poorly fitted or top-dose-only effect; inactive means no such curve, though single readings can be large or run the other way.

SMILES	D2 agonist	TRHR agonist	D2 antag	TRHR enhancer	PI4K2A inh	TrxR1 substrate	USP1-UAF1 inh	IDH1 R132H inh	rTrxR1 inhibitor
CCCCNc1c(-c2ccc(OC)c(SC3CCCCC3)c2)nc2ccc(Cl)cn12	.	.	.	.	-2.3	11.0%	-24.9%	10.5%	31.2%
COc1cc(SC)ccc1C(=O)OC(C)C(=O)NC1CCCC1 (stereo unspecified)	1.7	-1.1	-1.7	4.1	2.5	4.0%[57.1 µM]	-2.7%	18.1%	4.4%[57.1 µM]
CCC(=O)c1ccc(OCC(=O)OCC(=O)NC2CCCC2)cc1	-0.4	-0.4	5.3	9.3	6.4	-3.2%	-3.1%	-2.8%	4.8%
OCCNCc1cccc(OCc2ccccc2Cl)c1	-0.2	-0.1	1.4	-2.9	3.2	-16.1%[57.1 µM]	-25.4%	1.8%	18.8%[57.1 µM]
COc1ccc(CC(=O)N/N=C(\C)c2cccc(NC(=O)C3CC3)c2)cc1	-0.8	-0.3	-2.7	-1.6	-0.6	-7.1%	-3.6%	-8.1%	0.9%
Cn1c(=O)oc2cc(S(=O)(=O)NCc3ccc(Cl)cc3)ccc21	4.8	-0.2	12.2	-8.5	0.7	-1.4%	-24.3%	-6.4%	14.5%
O=C(Cc1cccs1)NCc1cccc(Cl)c1	0.7	-1.0	13.8	0.0	3.0	-8.1%	-11.7%	0.0%	-0.2%
COc1ccc(-c2csc(NC(=O)C(CC(=O)O)N3CCOCC3)n2)cc1 (stereo unspecified)	0.3	0.7	-13.3	8.8	-4.8	0.1%	-22.1%	-6.2%	7.5%
Cc1ccc(-c2nnc(NC(=O)c3c(F)cccc3Cl)s2)cc1	0.3	0.4	-0.1	9.0	-5.0	7.1%[57.1 µM]	-0.2%	0.6%	41.2%
CC1CCCC(C)N1C(=O)CSc1nnnn1Cc1ccccc1 (stereo unspecified)	-1.2	-0.6	1.4	-1.8	0.8	3.9%	-14.3%	1.3%	10.1%
CC(C)N(Cc1nc(-c2ccc(Cl)cc2)no1)C(=O)c1ccc(C(C)(C)C)cc1	1.5	0.5	.	-3.9	-7.7	-5.2%	?	6.9%	6.1%
CCN(Cc1ccccc1)S(=O)(=O)c1cc(C(=O)c2c(N)n(C)c(=O)n(C)c2=O)ccc1OC	1.9	0.1	9.3	0.2	3.3	6.6%[0.0914 µM]	-10.6%	-1.1%	10.7%[57.1 µM]
COc1ccc(C(=O)C2CCCN(C/C=C/c3ccccc3OC)C2)c(OC)c1 (stereo unspecified)	-0.5	0.1	85.6*	-0.2	7.4	-5.4%	-8.3%	-0.2%	5.2%
Cc1cccc2cc3c(NC(=O)C(C)C)nn(C)c3nc12	0.5	-0.2	-2.7	6.1	2.2	7.1%	-15.0%	11.7%	1.3%
COc1ccc(CNC(=O)CCC(=O)Nc2cccnc2)cc1	1.6	0.2	18.6	-0.8	-1.5	-3.9%	-12.7%	4.3%	5.1%
O=C(Nc1cc(Br)ccc1O)c1cnn2c(C(F)F)cc(C3CC3)nc12	.	0.2	.	11.9	4.8	-0.5%	-6.7%	7.6%	2.6%
Cc1c(Cl)cccc1N/C(=N/S(=O)(=O)c1cccs1)c1ccccc1	0.7	-0.9	-33.4	-3.2	5.0	3.5%[57.1 µM]	-18.2%	2.9%	3.5%[57.1 µM]
CC1CCCCC1NC(=O)CCNC(=O)N1CC(=O)Nc2ccccc21 (stereo unspecified)	-0.4	0.1	-5.4	-3.9	-2.7	1.3%	-21.7%	-6.4%	17.8%
Fc1ccc(/C=N/N2CCN(Cc3ccccc3)CC2)cc1	0.6	0.1	-21.7	-2.9	-0.7	3.4%[57.1 µM]	-10.7%	5.9%	13.6%[57.1 µM]
FCCCOc1ccc(/C=N/OCc2ccc(Cl)cc2)cc1	0.0	2.5	-2.6	-7.1	?	-5.0%[57.1 µM]	-18.2%	5.7%	19.4%[57.1 µM]

Entries of single compounds, looked up by structure.
Cc1c(Cl)cccc1N/C(=N/S(=O)(=O)c1cccs1)c1ccccc1 reads D2 agonist = 0.7; TRHR agonist = -0.9; D2 antag = -33.4; TRHR enhancer = -3.2; PI4K2A inh = 5.0; TrxR1 substrate = 3.5%[57.1 µM]; USP1-UAF1 inh = -18.2%; IDH1 R132H inh = 2.9%; rTrxR1 inhibitor = 3.5%[57.1 µM]
COc1ccc(C(=O)C2CCCN(C/C=C/c3ccccc3OC)C2)c(OC)c1 (stereo unspecified) reads D2 agonist = -0.5; TRHR agonist = 0.1; D2 antag = 85.6*; TRHR enhancer = -0.2; PI4K2A inh = 7.4; TrxR1 substrate = -5.4%; USP1-UAF1 inh = -8.3%; IDH1 R132H inh = -0.2%; rTrxR1 inhibitor = 5.2%

Other entries
SMILES	D2 agonist	TRHR agonist	D2 antag	TRHR enhancer	PI4K2A inh	TrxR1 substrate	USP1-UAF1 inh	IDH1 R132H inh	rTrxR1 inhibitor
CCc1ccc(S(=O)(=O)c2nnn3c2nc(NC(C)C)c2sccc23)cc1	-1.2	0.1	.	-9.9	1.5	17.0%	-17.4%	-5.2%	37.6%[activator]
CCOc1ccccc1NC(=O)Cn1ccn(Cc2ccc(C)cc2)c(=O)c1=O	-0.5	-0.3	.	2.1	2.5	-6.2%	-20.0%	-15.4%	5.5%
COc1ccc(CNC(=O)COc2cc(O)c3c(c2)OC(C)(C)CC3=O)c(OC)c1	0.7	-0.8	-9.3	1.8	-13.8	-5.1%	2.3%	-7.7%	0.5%
Cc1ccc(-n2nc3ccc(NC(=O)Cc4ccc(Cl)cc4)cc3n2)cc1	.	0.8	.	0.3	6.2	8.2%	?	7.0%	9.0%
COc1ccccc1CNC(=O)c1cccnc1	0.4	0.6	2.1	-2.7	1.2	-5.3%[57.1 µM]	-0.4%	0.0%	-1.3%[57.1 µM]
CC(c1ccccc1)N1C(=O)c2ccc(C(=O)NCc3ccco3)cc2C1=O (stereo unspecified)	0.2	-0.3	-8.5	-1.7	-1.5	0.8%	-9.4%	1.7%	0.8%[57.1 µM]
O=[N+]([O-])c1ccc(S(=O)(=O)Nc2nnc(C3CCCCC3)s2)cc1	-3.2	-0.1	17.4	-2.5	-11.5	3.6%	-23.4%	-4.0%	22.8%
CN(C)S(=O)(=O)c1ccc(NC(=S)NC(=O)Cc2ccccc2)cc1	.	0.7	.	-2.8	-5.5	-4.5%[57.1 µM]	-18.4%	-8.7%	-13.8%[57.1 µM]
CC(C)CCN(C(=O)c1ccncc1)c1c(N)n(Cc2ccccc2)c(=O)[nH]c1=O	0.5	-0.3	-7.2	-5.5	-2.0	5.3%	-19.2%	3.5%	14.5%
CCOc1ccc(CN2C(=O)c3ccccc3C2C(=O)NCCc2ccc(OC)c(OC)c2)cc1 (stereo unspecified)	0.3	-0.4	.	-2.3	-2.1	2.9%[57.1 µM]	-7.2%	-7.5%	13.9%[57.1 µM]
CCOc1ccc2c(C)c(C)c(=O)oc2c1OCC	-1.5	-0.8	-8.2	-0.6	6.9	21.0%	3.1%	0.0%	7.5%
Cn1nc(C(=O)NCc2cccc(F)c2)cc1C(=O)NCc1cccc(F)c1	0.2	-0.4	-21.5	-3.6	0.6	2.0%	-21.8%	2.3%	34.7%
CCc1nn(CC(=O)NCc2ccc(OC)c(OC)c2)c(=O)c2cc3sc(C)cc3n12	-0.2	0.0	.	-7.7	1.8	6.1%	-17.6%	-0.4%	16.9%
O=C(CCCNC(=O)c1ccc(Cl)cc1)Nc1ccccc1C(F)(F)F	0.1	-0.7	20.7	15.1	-2.5	3.6%	-15.4%	5.7%	10.4%
CN1CCN(C(=O)c2cccn(Cc3ccc(C(F)(F)F)cc3)c2=O)CC1	0.4	0.5	-11.2	1.9	-2.1	8.7%	-0.8%	6.0%	20.4%
Cc1ccccc1NC(=O)CN1CCN(Cc2ccccc2)CC1	-0.3	0.4	22.6	-2.4	-0.1	5.7%[57.1 µM]	-13.4%	-1.3%	3.2%
CC(=O)Nc1ccc(NC(=O)COC(=O)c2cc([N+](=O)[O-])ccc2N2CCOCC2)cc1	-0.8	0.0	0.4	0.3	1.8	-2.6%	-15.4%	4.5%	3.0%
O=C(Nc1cc(Br)ccc1O)c1cc(-c2cccs2)on1	0.6	1.2	12.4	-1.4	20.0	4.6%	-19.1%	0.5%	32.8%
Cc1c(C(=O)NC2CCCCC2)oc2c1C(=O)CC(C)(C)C2	0.8	0.3	2.0	-1.7	3.2	-2.0%	0.3%	0.1%	13.2%
O=C(NCCC1=CCCCC1)c1ccc(Cl)cc1	0.5	-2.8	15.6	12.9	.	.	.	.	.
Cc1ccc(C(c2sc3nc(C)nn3c2O)N2CCN(c3ccc(F)cc3)CC2)cc1 (stereo unspecified)	0.7	-0.3	6.3	-3.6	63.2	-2.7%	-20.7%	-0.4%	-2.9%
CN1C(=O)N(c2nnc(C(C)(C)C)s2)C(=O)C1c1ccccc1 (stereo unspecified)	0.6	0.4	-2.3	19.1	1.8	-2.9%	-11.2%	3.4%	12.4%
CCc1nc2cccnc2n1-c1ccc(CC(=O)Nc2ccc(C)cc2)cc1	-1.2	-0.9	.	0.2	-0.3	13.5%	3.1%	5.6%	30.2%

Bioassay records (PubChem)

This is a random part of the collection; about 3.9% have a hit in one of these screens.
